# Compound activity deposited in PubChem BioAssay by several laboratories.
# FadD28 FP inh: blocks FadD28 binding to the bisubstrate probe. fluorescence polarization. inhibition, % at 12.5 µM. 360,000 compounds, 0.22% hits; in the data active means inhibition above about 8.5%, passing the limit was not always enough
# Mtb BioA inh: blocks M. tuberculosis BioA enzyme activity; purified M. tuberculosis BioA enzyme, plate reader; inhibition, % at 9.99 µM; 360,000 compounds, 0.096% hits; AID 602481; in the data active means inhibition above about 40%
# Y pestis TopoI: blocks Yersinia pestis topoisomerase I activity | 360,000 compounds, 0.064% hits | activity, % at 10 µM | AID 504884 | Y. pestis Topo-I cleavage product accumulation, plate reader; in the data active means activity above about 50%, passing the limit was not always enough; further: inactives centre near 2
# TcdB inh: blocks C. difficile toxin B glycohydrolase activity | TcdB glycohydrolase enzymatic assay, plate reader | inhibition, % at 9.99 µM | P18177 | AID 652162 | 350,000 compounds, 0.24% hits; in the data active means inhibition above about 10%
# Mtb UGM inh: inhibitors of M. tuberculosis UDP-galactopyranose mutase. inhibition, % at 10 µM. purified UGM, fluorescence polarization probe displacement. P9WIQ1. 320,000 compounds, 0.06% hits; in the data active means inhibition above about 10%, passing the limit was not always enough
# Vc quorum ag: inducers of Vibrio cholerae quorum light production without autoinducers; V. cholerae BH1578 lux reporter, luminescence, 6 h; activation, % at 18.7 µM; 350,000 compounds, 0.16% hits; in the data active means activation mostly above about 9.7%, no sharp cut-off; further: not every result past the cut was called active; inactives centre near 0; reference of the scale not given here
# GDH-TPI inh: inhibits GDH-TPI coupling enzymes, artifact for Mtb FBA screen. GDH-TPI coupled enzyme counterscreen, NADH absorbance. inhibition, % at 4.8 µM. 360,000 compounds, 1.2% hits; in the data active means inhibition above about 30%;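 further: 0% = DMSO wells and 100% = wells lacking the enzyme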
# FBA Mtb inh: inhibits M. tuberculosis FBA enzyme. P9WQA3. 360,000 compounds, 2.3% hits. inhibition, % at 1 µM. purified M. tuberculosis FBA, fluorescence read-out. AID 588726; in the data active means inhibition above about 27%;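 further: 0% = vehicle and 100% = reference inhibitor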
# PfHsp40 rescue: restores yeast growth despite PfHsp40 toxicity. S. cerevisiae expressing PfHsp40, growth rescue, ATP luminescence. growth rescue, % at 12.5 µM. 340,000 compounds, 0.68% hits. AID 504582; in the data active means growth rescue above about 28%, passing the limit was not always enough;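 further: yeast W303a lacking pdr1 and pdr3 grown in galactose medium; growth measured after three days at 30 °C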
# An asterisk follows results filed as active; i = inactive; . = no result given; + = active, no number.
SMILES,FadD28 FP inh,Mtb BioA inh,Y pestis TopoI,TcdB inh,Mtb UGM inh,Vc quorum ag,GDH-TPI inh,FBA Mtb inh,PfHsp40 rescue
COc1cccc2[nH]c(C(=O)NCCc3ccccc3)cc12,-2.6,0.9,-5,0.3,1.3,-0.6,2,33*,1.7
CC(C)OC(=O)CC1C(=O)NCCN1C(=S)NC(=O)c1cccs1 (stereo not drawn),-0.4,-0.4,-1,2.8,-0.8,i,-3,3,1.4
C=CCn1c(=S)[nH]c2cc(C(=O)NCCc3ccc(S(N)(=O)=O)cc3)ccc2c1=O,-2.4,-0.3,2,0.1,0.9,-0.6,13,2,-0.3
OCCNCCOc1ccc(Cl)c(Cl)c1,-2.7,-0.8,0,-0.6,1.9,-1.4,0,1,-1.2
O=c1cc(/C=C/c2cccs2)[nH]c2ccccc12,-4.9,3.1,0,1.0,0.3,3.5,20,3,-0.3
CC(=O)N1CCN(c2nc3cc4c(cc3nc2NS(=O)(=O)c2ccccc2)OCCO4)CC1,-2.1,1.2,4,.,0.1,0.3,-1,6,0.6
COc1ccc(S(=O)(=O)N(Cc2cccs2)C2CCCC2)cc1,-7.4,-1.3,33,.,-0.8,-0.8,2,6,0.5
FC(F)Oc1ccc(/C=N/n2c(Cc3ccc(Br)cc3)n[nH]c2=S)cc1,-1.2,2.2,10,4.8,1.3,-0.6,18,-1,0.4
Cc1csc(SCC(=O)NC(=O)NC(C)C)n1,-1.2,.,7,1.0,2.6,-0.4,5,1,-1.2
Cn1nnnc1SCC(=O)NC(=O)Cc1ccccc1,-4.5,-0.5,6,.,-0.1,-1.6,-2,-1,-0.5
CCOC(=O)C(C)Sc1nnc(NC(=O)c2cccc([N+](=O)[O-])c2C)s1 (stereo not drawn),-4.2,.,1,.,-0.2,7.0,0,-1,0.7
CCCn1cc(S(=O)(=O)CC(=O)Nc2ccc(OCC)cc2)c2ccccc21,2.9,2.4,14,.,5.5,i,0,0,0.3
O=C(c1ccccc1F)N1CCC(N2CCCCCC2)CC1,0.6,-1.4,-8,.,-0.2,i,-1,0,0.2
N#CC1(NC(=O)COC(=O)Cn2[nH]c(=O)c3ccccc3c2=O)CCCCC1,-3.2,-0.5,-6,1.5,-2.2,-0.3,1,3,1.7
CCn1c(SCC(=O)N2CCCc3ccccc32)nc2ccccc2c1=O,-1.9,2.4,12,.,-0.6,-17,17,-4,1.9
CC(C)NC(=S)N/N=C/c1c[nH]c2ccccc12,0.1,.,-2,.,0.9,i,23,1,0.7
CCNc1nc(NCC)n2c(SCC(=O)N3CC4(C)CC3CC(C)(C)C4)nnc2n1 (stereo not drawn),-0.3,.,8,.,-3.9,i,12,-1,-0.6
Clc1ccc(-c2csc(N3CCC(c4ccccc4)C3)n2)cc1 (stereo not drawn),0.8,-0.6,-7,.,0.4,i,3,-1,0.3
COc1ccc(CCOC2OC(CO)C(OC(=O)/C=C/c3ccc(O)c(OC)c3)C(O[C@H]3O[C@@H](C)[C@H](O)[C@@H](O)[C@H]3O)C2O)cc1O (stereo partly drawn),0.1,-0.7,-3,5.8,.,-0.3,21,5,0.3
CN(Cc1cnn(C)c1)C(=O)C1CCCCC1C(=O)O (stereo not drawn),-0.1,-0.3,13,.,3.2,7.1,3,-2,-0.2
C=CCN(c1ccccc1OC)S(=O)(=O)c1cccc(C(=O)NC2=NCCS2)c1,-1.0,-0.5,30,1.9,-2.2,i,9,-3,5.2
COc1ccc(-c2nc(=S)c3c(n2Cc2cccnc2)CC(C)(C)OC3)cc1,-3.0,0.0,10,-0.3,2.1,-0.5,12,-3,-0.1
Cc1ccnc(NC(=S)N2CCN(c3cccc(C(F)(F)F)c3)CC2)c1,-1.9,0.4,3,0.2,0.8,-0.2,-3,3,-0.4
CC(NC(=O)c1ccc(C(C)(C)C)cc1)C(=O)O (stereo not drawn),-0.4,-1.9,3,.,0.2,-0.2,-6,-1,0.3
O=C(CCNC(=O)N1C[C@H]2C[C@@H](C1)c1cccc(=O)n1C2)Nc1cccc(Cl)c1,0.4,0.7,-2,.,-1.2,-0.8,1,1,0.7
# Carrying on:
SMILES,FadD28 FP inh,Mtb BioA inh,Y pestis TopoI,TcdB inh,Mtb UGM inh,Vc quorum ag,GDH-TPI inh,FBA Mtb inh,PfHsp40 rescue
CN(c1nc2ccccc2n2c(C3CC3)nnc12)S(=O)(=O)c1ccccc1,-0.6,-0.9,-2,-0.3,-0.7,-0.2,10,-1,0.8
COc1cc(-c2nc(-c3ccc4c(c3)-c3ccccc3S4(=O)=O)c(-c3ccccc3)[nH]2)cc(OC)c1O,-1.4,.,-2,.,1.4,1.7,9,-2,0.7
CC(=O)Nc1ccc(/C(C)=N/NS(=O)(=O)c2ccccc2)cc1,-4.9,0.6,-2,.,-0.9,i,-11,0,1.3
O=C(CSc1nc(C2CCCCC2)nc2ccccc12)NCc1ccco1,-2.0,0.9,19,6.3,0.1,-0.4,-5,-1,-0.8
Oc1ccccc1N1CCN(c2ncnc3scc(-c4ccccc4)c23)CC1,-3.2,-1.8,12,-0.1,2.0,-0.3,4,0,1.1
CCOc1ccc2c(c1)-c1c(ssc1=S)C(C)(C)N2,0.7,.,0,.,0.5,i,21,-4,12
COc1cccc(Nc2nc3ccccc3n3cnnc23)c1,-2.6,-1.8,42,-3.1,0.5,-0.2,28,0,1.2
O=C(NC1CCC(=O)N(CCOc2ccccc2)CC1)OCc1ccccc1 (stereo not drawn),-4.8,-2.8,27,2.0,1.5,i,-2,0,1.0
O=C(CCCN1C(=O)/C(=C/c2ccccc2Cl)SC1=S)NNC(=O)c1ccccc1Cl,0.0,.,35,-0.1,-0.9,-0.3,2,0,-0.8
Cc1cc(=O)oc2cc(NS(=O)(=O)c3ccc(F)cc3)ccc12,0.5,-0.6,8,-0.2,0.1,i,52*,.,-0.2
Cc1ccc(C)c2[nH]c(=O)c(CCNC(=O)CC(C)(C)C)cc12,-1.5,-0.3,3,0.3,3.9,0.8,2,7,-0.9
O=C(Cc1cccc2ccccc12)Nc1ccccc1Br,0.6,-0.9,23,-0.8,-1.6,i,-3,1,-1.9
Cc1cc(NC(=O)Cc2ccc(Br)cc2)no1,-1.7,-1.4,-3,-0.3,2.2,-0.5,-7,-2,-1.4
COc1ccc(N=C2C(=O)N3CCCc4cccc2c43)cc1,-4.3,.,-3,-0.9,-1.5,-0.3,15,-1,0.0
Cc1ncc([N+](=O)[O-])n1CCOC(=O)Nc1ccc(Cl)c(Cl)c1,-1.6,-1.9,0,.,3.0,.,3,0,-1.4
COc1ccc(CCNC(=O)CSc2nc3[nH]ncc3c(=O)n2-c2ccc(C)c(Cl)c2)cc1OC,-4.6,.,-8,2.1,.,.,5,11,0.2
CS(=O)(=O)N1CCN(c2ccc(NC(=O)c3ccccc3)cc2)CC1,-0.5,-4.5,3,0.1,-3.1,-0.4,3,-2,-0.1
CCOc1ccc(N2C(=O)c3ccccc3C2O)cc1 (stereo not drawn),-1.7,-2.1,5,1.5,-1.8,-0.6,13,0,0.1
N#Cc1nc(-c2ccccc2F)oc1N1CCCCC1,-1.0,-4.8,2,-0.3,0.9,1.2,20,+,1.4
CCOc1ccccc1N1CC(C(=O)Nc2nccs2)CC1=O (stereo not drawn),0.4,6.3,2,.,1.3,i,8,1,0.0
OCCC1CN(Cc2ccccn2)CCN1C1CCCC1 (stereo not drawn),-0.9,.,3,-0.4,1.7,0.2,4,2,-0.6
COc1cccc(Cn2cnc3c(NS(=O)(=O)c4ccc(Cl)cc4Cl)c(C)c(C)cc32)c1,-2.2,-3.5,-8,.,4.6,i,-1,-1,1.5
Cc1ccc2nc(Cl)c(C3CC(c4ccco4)=NN3C(=O)CCCC(=O)O)cc2c1 (stereo not drawn),-2.0,.,-1,0.4,-0.3,-0.5,1,3,-1.3
CC(C)NC(=O)C1CCCN(S(=O)(=O)c2cccc3nonc23)C1 (stereo not drawn),-1.2,-1.4,6,-0.1,2.6,-4.8,3,3,0.0
COc1cc(OC)cc(C(=O)NNC(=O)CCc2ccccc2)c1,-4.7,.,5,-1.0,-0.7,i,-10,-3,-2.0

# Another view of some results above:
Compound | FadD28 FP inh | Mtb BioA inh | Y pestis TopoI | TcdB inh | Mtb UGM inh | Vc quorum ag | GDH-TPI inh | FBA Mtb inh | PfHsp40 rescue
Oc1ccccc1N1CCN(c2ncnc3scc(-c4ccccc4)c23)CC1 | -3.2 | -1.8 | 12 | -0.1 | 2.0 | -0.3 | 4 | 0 | 1.1
CCOc1ccc2c(c1)-c1c(ssc1=S)C(C)(C)N2 | 0.7 | . | 0 | . | 0.5 | i | 21 | -4 | 12
COc1cccc(Nc2nc3ccccc3n3cnnc23)c1 | -2.6 | -1.8 | 42 | -3.1 | 0.5 | -0.2 | 28 | 0 | 1.2
O=C(NC1CCC(=O)N(CCOc2ccccc2)CC1)OCc1ccccc1 (stereo not drawn) | -4.8 | -2.8 | 27 | 2.0 | 1.5 | i | -2 | 0 | 1.0
O=C(CCCN1C(=O)/C(=C/c2ccccc2Cl)SC1=S)NNC(=O)c1ccccc1Cl | 0.0 | . | 35 | -0.1 | -0.9 | -0.3 | 2 | 0 | -0.8
Cc1cc(=O)oc2cc(NS(=O)(=O)c3ccc(F)cc3)ccc12 | 0.5 | -0.6 | 8 | -0.2 | 0.1 | i | 52* | . | -0.2
Cc1ccc(C)c2[nH]c(=O)c(CCNC(=O)CC(C)(C)C)cc12 | -1.5 | -0.3 | 3 | 0.3 | 3.9 | 0.8 | 2 | 7 | -0.9
O=C(Cc1cccc2ccccc12)Nc1ccccc1Br | 0.6 | -0.9 | 23 | -0.8 | -1.6 | i | -3 | 1 | -1.9
Cc1cc(NC(=O)Cc2ccc(Br)cc2)no1 | -1.7 | -1.4 | -3 | -0.3 | 2.2 | -0.5 | -7 | -2 | -1.4
COc1ccc(N=C2C(=O)N3CCCc4cccc2c43)cc1 | -4.3 | . | -3 | -0.9 | -1.5 | -0.3 | 15 | -1 | 0.0
Cc1ncc([N+](=O)[O-])n1CCOC(=O)Nc1ccc(Cl)c(Cl)c1 | -1.6 | -1.9 | 0 | . | 3.0 | . | 3 | 0 | -1.4

# Carrying on.
SMILES,FadD28 FP inh,Mtb BioA inh,Y pestis TopoI,TcdB inh,Mtb UGM inh,Vc quorum ag,GDH-TPI inh,FBA Mtb inh,PfHsp40 rescue
COCCn1c(SCC(=O)Nc2nc(C)c(Cl)cc2Cl)nc2ccccc21,-1.2,0.0,48,.,0.1,-1.8,0,2,1.0
COC(=O)c1ccc(CNC(=O)c2sccc2-c2ccccc2)cc1,-2.2,2.9,-11,0.5,-1.7,i,10,3,-0.8
CCOc1ccc(N(CC(=O)NCc2ccccc2)C(=O)CCC(=O)Nc2nccs2)cc1,.,-1.8,30,0.4,2.0,-0.4,-4,-1,-1.0
COC(=O)c1sccc1NC(=O)c1cc(-c2cc(C)ccc2C)nc2ccccc12,-1.5,.,-9,1.0,-0.1,-0.2,1,-1,-2.0
COc1cccc(/C=N/NC(=S)NCCc2ccccc2)c1,-2.6,-0.1,28,-1.0,-1.2,-0.9,4,0,0.7
c1ccc2c(-c3nc4ncccc4o3)cccc2c1,-5.3,4.2,12,.,5.1,-0.2,-2,+,0.7
COc1ccc(CNC(=O)c2cc3c(=O)n4ccccc4nc3n(CC3CCCO3)c2=N)cc1 (stereo not drawn),-4.2,1.9,4,.,3.5,-0.3,0,6,-0.3
O=C(O)c1ccc(N(c2ccccc2)c2ccccc2)cc1,1.0,-0.9,-4,.,0.2,-0.8,15,+,0.4
CCCCN1C(=O)/C(=C(/C#N)C(N)=O)c2ccccc21,1.4,-1.5,-2,.,-1.5,-0.3,10,0,-0.4
C=CCOc1ccc(C(=O)Nc2ccccc2C(=O)N2CCCC2)cc1,-2.0,0.4,-2,0.9,.,-0.5,-5,-2,0.1
COC(=O)c1ccc(CSc2n[nH]c(C)n2)o1,-4.8,-0.4,-5,-0.5,-0.1,3.3,4,-1,0.9
Cc1ccc(CCC(=O)Nc2ccc(Cl)cc2)o1,-0.7,-0.4,-2,0.8,-1.3,-0.4,9,-1,0.1
CCc1ccc(OCC(=O)N2CCN(Cc3ccc4c(c3)OCO4)CC2)cc1,-0.3,-0.3,21,0.7,1.3,-0.2,4,-1,1.6
O=C(N[C@@H](CCC/[N+]([O-])=C/c1ccccc1)C(=O)O)OCc1ccccc1,-2.6,-1.0,-1,0.7,.,-0.6,5,0,-1.7
CC(c1cccnc1)N(C(=O)Nc1ccccc1)C1CCCCC1 (stereo not drawn),-3.8,-1.3,0,-0.5,-1.9,-0.2,-13,-1,0.2
